ROC1-CUL1 inh: inhibitors of human ROC1-CUL1 ubiquitin ligase activity | E3 ubiquitin-protein ligase RBX1 (Homo sapiens) + Cullin-1 (Homo sapiens), P62877+Q13616 | in vitro K48 di-Ub FRET, acceptor:donor ratio, 45 min | inhibition, % at 10 µM | 140,000 tested, 0.6% active | AID 1347404, 2020; in the data active = inhibition above about 25%
Target sequence (P62877 whole entry, looked up): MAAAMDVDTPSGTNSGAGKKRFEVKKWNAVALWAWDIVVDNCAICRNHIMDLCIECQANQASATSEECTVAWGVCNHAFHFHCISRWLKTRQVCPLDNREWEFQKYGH
Target sequence (Q13616 whole entry, looked up): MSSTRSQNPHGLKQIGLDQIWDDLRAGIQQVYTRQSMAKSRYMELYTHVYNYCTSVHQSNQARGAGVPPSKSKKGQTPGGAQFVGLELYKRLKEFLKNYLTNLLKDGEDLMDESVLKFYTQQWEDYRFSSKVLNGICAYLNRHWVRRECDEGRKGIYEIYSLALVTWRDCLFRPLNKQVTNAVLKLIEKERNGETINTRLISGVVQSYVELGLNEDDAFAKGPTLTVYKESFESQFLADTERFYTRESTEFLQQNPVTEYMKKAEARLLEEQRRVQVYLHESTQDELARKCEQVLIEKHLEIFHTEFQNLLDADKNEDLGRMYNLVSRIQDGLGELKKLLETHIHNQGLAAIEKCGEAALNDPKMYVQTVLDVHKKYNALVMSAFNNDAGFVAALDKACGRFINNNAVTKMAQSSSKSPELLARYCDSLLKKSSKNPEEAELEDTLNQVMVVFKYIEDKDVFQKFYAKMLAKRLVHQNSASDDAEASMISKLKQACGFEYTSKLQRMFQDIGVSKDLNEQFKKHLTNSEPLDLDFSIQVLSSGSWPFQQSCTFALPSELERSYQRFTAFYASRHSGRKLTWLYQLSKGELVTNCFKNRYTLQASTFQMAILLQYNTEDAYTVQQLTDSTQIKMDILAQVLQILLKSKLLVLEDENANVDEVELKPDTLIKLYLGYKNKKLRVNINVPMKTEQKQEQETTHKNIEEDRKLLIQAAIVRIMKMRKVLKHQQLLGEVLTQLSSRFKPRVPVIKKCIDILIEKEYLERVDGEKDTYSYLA
An asterisk follows results filed as active; & = joins results of further samples. Some of the compounds tested; rates above refer to the full screens.

SMILES	ROC1-CUL1 inh
O=C(COc1ccc(Br)cc1)Nc1ccc(Cl)cc1C(=O)c1ccccc1	-4
CC1CCCCN1Cc1nc2ccccc2c(=O)n1-c1ccc(F)cc1 (stereo not given)	-4
CN1CCCC2(CCN(Cc3cccc4ncccc34)C2)C1=O (stereo not given)	-6
Cc1cc([N+](=O)[O-])c(Cl)cc1NC(=O)c1cc2ccccc2o1	-7
COC(=O)C1=NN(C(=O)C2C(C)(C)C2(C)C)C2(CC2)C1	6
CCN1C(=O)C(=Cc2ccc(N3CCOCC3)o2)C(=O)N(CC)C1=S	-3
COc1ccccc1Sc1ccccc1CC(C)N (stereo not given)	-2
Cn1cccc1CNCCc1ccc(F)cc1	-5
OC1(c2ccc(Cl)c(C(F)(F)F)c2)CCN(CCOC2c3ccccc3CSc3ccc(Cl)cc32)CC1 (stereo not given)	-1
O=C(C1CCNCC1)C12CN3CN(CN(C3)C1)C2	2
O=[N+]([O-])c1csc([N+](=O)[O-])c1I	3
COC(=O)c1ccccc1NC(=O)c1cccn(Cc2cccc(Cl)c2)c1=O	8
COC(=O)C1C(=N)Oc2c(c(=O)oc3ccccc23)C1c1ccc(C(F)(F)F)cc1 (stereo not given)	-2
CN1C2CCC1CC(OC(=O)c1cccc3[nH]cnc13)C2 (stereo not given)	-5
Cc1ccc2c(c1)C(Cc1nc3ccccc3c(=O)n1-c1ccc(Br)cc1)C(=O)N2 (stereo not given)	-2
CC(C)(C)C(=O)OCC12CCC(O1)C1(C)C(=O)OCC21 (stereo not given)	7
COc1cccc(CCNCc2ccc(C)cc2)c1	0
COc1cccc(OCC#CCN2CCOCC2)c1	5
Cc1ccccc1Cn1cccc(C(=O)Nc2cc(Cl)ccc2C#N)c1=O	-5
Fc1ccccc1CCNCc1cccc(Cl)c1Cl	-4
CC1CC(NC(=O)C2C3CCC(O3)C2C(=O)O)CC(C)(C)C1 (stereo not given)	4
CN(C)CCSCc1nnc2n1-c1ccc(Cl)cc1C(c1ccccc1Cl)=NC2	-2
CNC(=S)N/N=C1\C2CN3CCN(C2)CC1(c1ccccc1)C3	10
CC(C)c1ccccc1OCC(=O)Nc1ccc(Cl)cc1C(=O)c1ccccc1	8
O=C(CCCCC(=O)Nc1ccc([N+](=O)[O-])c(Cl)c1)Nc1ccc([N+](=O)[O-])c(Cl)c1	8
CC(=O)Nc1ccc([N+](=O)[O-])c(Br)c1	-1
CN1CCC(N(C)c2ccc(C(=O)NCCC3CCCCN3C)cn2)CC1 (stereo not given)	-11
CSc1cc([N+](=O)[O-])cc([N+](=O)[O-])c1	-2
O=c1c2ccccc2nc(Cc2ccccc2)n1-c1ccc(F)cc1	8
CC(Cc1ccc(OCCN2CCCCC2)cc1)N(C)C (stereo not given)	13

Continued, overlapping the part above by six compounds.
SMILES	ROC1-CUL1 inh
O=C(CCCCC(=O)Nc1ccc([N+](=O)[O-])c(Cl)c1)Nc1ccc([N+](=O)[O-])c(Cl)c1	8
CC(=O)Nc1ccc([N+](=O)[O-])c(Br)c1	-1
CN1CCC(N(C)c2ccc(C(=O)NCCC3CCCCN3C)cn2)CC1 (stereo not given)	-11
CSc1cc([N+](=O)[O-])cc([N+](=O)[O-])c1	-2
O=c1c2ccccc2nc(Cc2ccccc2)n1-c1ccc(F)cc1	8
CC(Cc1ccc(OCCN2CCCCC2)cc1)N(C)C (stereo not given)	13
COCCN1Cc2ccccc2C1=N	4
COCCN(C(=O)c1cn(Cc2ccccn2)cc(C(=O)NC2CCCCCCC2)c1=O)C(C)C	5
Cc1cccc2cc3c(nc12)Sc1ccccc1N=C3	-9
O=C(NC(=O)N1CCC2(CC1)OCCO2)c1ccccc1	4
Cc1ccc2c(=O)n(-c3cccc(Cl)c3)c(=O)[nH]c2c1	3
COc1ccc(Cn2cc(C(=O)N3CCC(C(C)=O)(c4ccccc4)CC3)nn2)cc1	5
O=C(c1cccnc1)c1cc2ccccc2[nH]1	1
CC(C)c1ccc(OCC(=O)N2CCN(CCc3ccncc3)CC2)cc1	1
CCOc1ccccc1CNCCc1ccc2c(c1)OCO2	-5
Cn1c(O)c(C=C2C=Nc3ccccc32)c(=O)n(C)c1=O	-11
N#Cc1cc2c(nc1SCC(=O)Nc1ccc(Cl)c(C(F)(F)F)c1)C1CCN2CC1	9
FC(F)(F)c1cccc(Nc2nc3nonc3nc2Nc2cccc(C(F)(F)F)c2)c1	-11
COc1cccc(C2(O)CCS(=O)CC2CN(C)C)c1 (stereo not given)	4
O=c1c2ccccc2[nH]c(=S)n1-c1cccc(C(F)(F)F)c1	-15
CCOC(=O)N1CCC(N2CCCC(C(=O)c3sccc3C)C2)CC1 (stereo not given)	-8
O=[N+]([O-])N=C1NCCN1Cc1cccnc1Cl	2
Nc1ncc([N+](=O)[O-])cc1[N+](=O)[O-]	1
Fc1nc(N2CCNCC2)c(F)c(Sc2ccc(Cl)cc2)c1F	5
CC(=O)c1ccc(OP(=S)(Nc2ccccc2)Nc2ccccc2)cc1	-2
Cc1cccc(N2C(=O)/C(=C/c3cc(C)n(-c4ccc(C(=O)O)c(Cl)c4)c3C)C(=O)NC2=S)c1C	13
CN1C2CCC1CC(NCCN1CCOCC1)C2 (stereo not given)	-6
CC1=CC(=O)C(CCCC2=CC(=O)C(Br)=CC2=O)=CC1=O	4
COCCN1CCCC2(CCN(Cc3cccc(C)n3)C2)C1=O (stereo not given)	10
CCn1ncc(/C=C2/CC3C4CCC5CCCCC5(C)C4CCC3(C)C2=O)c1C (stereo not given)	-7
CC(C)(C)NC(=O)/C=C/c1ccc(Cl)cc1Cl	0
Cc1ccc2c(c1)c(=O)c1c3n2CCN(CC#N)C3CC1 (stereo not given)	1
CC(C)c1ccccc1OCC(=O)N1CCN(C)CC1	2
O=C(c1cc(F)ccc1F)C1CCCN(C2CCSCC2)C1 (stereo not given)	6
CCN1CC2(OC(=O)c3ccccc3N)CCC(OC)C34C1C(CC23)C1(O)CC(OC)C2CC4C1(O)C2OC (stereo not given)	4
CN1CCc2nc(SCC(N)=O)c(C#N)cc2C1	-10
Cc1ccc2scc(N3CCN(C)CC3)c(=O)c2c1	3
CCOc1ccc(CN2C(=O)NC(=O)C(CCc3ccncc3)(CCc3ccncc3)C2=O)cc1	-2
COC12ONC(c3ccccc3O)C1N1CCC2CC1 (stereo not given)	0
Cc1ccc(NC(=O)N(Cc2ccc3c(c2)OCO3)C2CCN(Cc3ccccc3)CC2)cc1F	2
Cc1cccc(C)c1-n1nnnc1C1(N2CCN(CC(=O)N3CCCC3)CC2)CCCCC1	4
CN1CCc2nc3ccc(F)cc3c(C(N)=O)c2C1	5
COc1ccc(C(=O)C2CCCN(C)C2)cc1F (stereo not given)	-5
CCCc1nc(C)cc(N2CCN(C)CC2)n1	6
CC(C)N1CCN(Cc2ccccc2)C(CCO)C1 (stereo not given)	0
O=C1NC(=S)NC(=O)C1=Cc1ccc(O)c(O)c1	10
O=c1c2ccccc2nc(/C=C\c2cccc(Br)c2)n1-c1ccc(O)cc1	4&-2
O=C(Nc1ccc(F)c(Cl)c1)N(Cc1ccc2c(c1)OCO2)C1CCN(Cc2ccccc2)CC1	-9
Cc1cccc(-c2nc(CN3C(=O)CN=C(c4ccccc4)c4ccccc43)c(C)o2)c1	4
NC(=NC(=S)Nc1ccccc1)N[N+](=O)[O-]	1
CN1CCC2(CC1)N1CC3(C)CN2CC(C)(C1)C3=O	-6

Further entries.
SMILES,ROC1-CUL1 inh
CN(C)c1ccc(C=C2C(=O)NC(=S)NC2=O)cc1,-3
COc1cccc(C(=O)C2CCCN(CCCn3cccn3)C2)c1 (stereo not given),2
COc1n[n+]([O-])c([N+](=O)[O-])cc1[N+](=O)[O-],-3
COC(=O)c1ccc(NC(=O)c2cccn(Cc3ccccc3C)c2=O)cc1,3
COC(c1ccccc1)C(C)NCCO (stereo not given),0
N#CCCS(=O)(=O)C1c2ccccc2-c2ccccc21,-5
S=P(Oc1ccc(Cl)cc1)(c1ccccc1)N1CCOCC1 (stereo not given),6
CCOC(=O)c1nc2ccccc2c(=O)n1-c1ccc(C)cc1,-6
CC12CCCCN1CCC1=C2CCC1 (stereo not given),0
CS(=O)(=O)NCc1nnc2n1-c1ccc(Cl)cc1C(c1ccccc1)=NC2,-4
O=c1cccc2n1C[C@H]1C[C@H]2CN(Cc2nc(N3CCOCC3)c3cc(Cl)ccc3n2)C1,21
O=C(CN1CCCC1)c1ccc(O)c(O)c1,3
COc1ccc(CNCCc2ccccc2)c(OC)c1OC,-8
CCOc1n[n+]([O-])c([N+](=O)[O-])cc1[N+](=O)[O-],-1
O=C(Nc1ccc(Cl)cc1C(=O)c1ccccc1)c1ccccc1F,0
CCOC(=O)C12C(=O)Oc3ccccc3C1C(C)(C)C2(C)C (stereo not given),9
COc1ccc(-n2c(/C=C/c3ccc(Cl)cc3)nc3ccccc3c2=O)cc1,-1
Cn1cccc1CNCCc1ccccc1,-6
O=C(CSC(c1ccccc1)c1ccccc1)N1CCOCC1,2
Cc1nn(-c2ccccc2)c(Cl)c1C=C1C(=O)N(C)C(=O)N(C)C1=O,7

Looked up by compound from above (5):
SMILES,ROC1-CUL1 inh
S=P(Oc1ccc(Cl)cc1)(c1ccccc1)N1CCOCC1 (stereo not given),6
O=c1c2ccccc2nc(/C=C\c2cccc(Br)c2)n1-c1ccc(O)cc1,4&-2
COc1cccc(C(=O)C2CCCN(CCCn3cccn3)C2)c1 (stereo not given),2
O=c1cccc2n1C[C@H]1C[C@H]2CN(Cc2nc(N3CCOCC3)c3cc(Cl)ccc3n2)C1,21
COc1ccc(CNCCc2ccccc2)c(OC)c1OC,-8

Further structures.
SMILES,ROC1-CUL1 inh
C=CCc1cc(C=C2C(=O)N(C)C(=O)N(C)C2=O)cc(OCC)c1OCc1ccccc1,0
O=[N+]([O-])c1ccc(N2CCCC2)cc1N/N=C1\CN2CCC1CC2,0
N#Cc1cccc(NC(=O)CSc2nc3c(cc2C#N)N2CCC3CC2)c1,-1
Cc1ccc(N=C(N(C)C)P(=S)(N(C)C)N(C)C)cc1,-3
COc1ncc([N+](=O)[O-])cc1[N+](=O)[O-],-4
CCS(=O)(=O)NCc1nnc2n1-c1ccc(Br)cc1C(c1ccccc1Cl)=NC2,6
CN(C)C(=O)Oc1ccc(OCc2nc3ccccc3[nH]2)cc1,0
O=C(CN1C(=O)c2ccccc2C1=O)Nc1ccccc1C(=O)c1ccccc1F,8
CN1C(=O)C(=Cc2ccc([N+](=O)[O-])cc2)C(=O)N(C)C1=O,0
CN1CCC(N(C)c2ncnc3sc4c(c23)CCCC4)CC1,5
CCOC(=O)c1c(C)n(CC(C)C)c2ccc(O)cc12,-3
C=CCNC(=O)c1cn(Cc2ccccc2)cc(C(=O)N2CCCC(C)C2)c1=O (stereo not given),-5
O=C(Cc1ccccc1F)N1CCN(Cc2ccco2)CC1,2
CN1CCC2(CC1)C(C#N)C(=O)NC(=O)C2C#N (stereo not given),-4
Cc1nnc2n1NC(c1cc3ccccc3n3nnnc13)S2 (stereo not given),3
CCOC(=O)C1C(=N)OC(C)=C(C(C)=O)C12C(=O)N(C)c1ccccc12 (stereo not given),14
COc1cc(OCC(=O)N2CCN(CCc3ccccc3)CC2)cc(OC)c1OC,4
COc1cccc(OCC#CCN2CCN(C)CC2)c1,-5
CCOc1ccc(C2=C(C=C3C(=O)NC(=O)NC3=O)C(c3ccccc3C)c3ccccc3O2)cc1 (stereo not given),6
Cc1cccc(CN2C(=O)CN=C(c3ccccc3)c3ccccc32)c1,3

Reformatted field by field: 2 of the compounds above.
COc1cccc(OCC#CCN2CCN(C)CC2)c1
  ROC1-CUL1 inh: -5

CN1CCC2(CC1)C(C#N)C(=O)NC(=O)C2C#N (stereo not given)
  ROC1-CUL1 inh: -4

Going on with the list:
SMILES,ROC1-CUL1 inh
CCC1(C)Cc2ccccc2C2=[N+]1CCS2 (stereo not given),1
COc1ccc(NC(C)=O)cc1NC(=O)c1cccn(Cc2ccccc2)c1=O,-13
NC(=O)CCN1CCN(C(=O)Cc2cccnc2)CC1,6
C=CCN1CCN(C(=O)COc2ccc(Cl)cc2C)CC1,4
CN1CCN(Cc2nnc3n2-c2ccc(Cl)cc2C(c2ccccc2)=NC3)CC1,4
N#Cc1cc2c(nc1SCC(=O)Nc1cc(Cl)ccc1Cl)C1CCN2CC1,-1
Cc1cccc(-n2c(CSc3nc4ccccc4s3)nc3ccccc3c2=O)c1C,-2
CN(C)c1ccc(/C=C\c2nc3ccccc3c(=O)n2-c2ccc(O)cc2)cc1,4
O=C1NC(=S)NC(=O)C1=Cc1cn(Cc2ccc(Cl)cc2Cl)c2ccccc12,1
Cc1ccc(C(C)(C)C)c(OCC(=O)Nc2ccc(Cl)cc2C(=O)c2ccccc2)c1,-2
CN1C2CCC1/C(=C/c1ccccn1)C(=O)/C2=C\c1ccccn1,14
C=CCNCc1nc2ccccc2c(=O)n1-c1ccc(OCC)cc1,2
CCOC(=O)[C@@]12C(=O)C(=O)N[C@]1(c1ccccc1)C1OCCCC12 (stereo not given in full),8
CCc1c(C)nc(N2CCN(CC)CC2)[nH]c1=O,4
N#CC1C(=N)Oc2c(c(=O)oc3ccccc23)C1c1ccccc1F (stereo not given),-3
CCOC(=O)c1c(C)n(Cc2ccccc2)c2ccc(O)cc12,-6
O=C1CC(c2c(F)cccc2Cl)c2c(c3ccccc3oc2=O)O1 (stereo not given),-8
Cc1cc(Br)ccc1NC(=O)CN1CC(c2ccccc2)CC1=O (stereo not given),-4
CCOC(=O)C1C(=N)Oc2c(c(=O)oc3ccccc23)C12C(=O)Nc1ccc(C)cc12 (stereo not given),5
O[C@H]1[C@H](N2CC=C(c3ccccc3)CC2)c2ccccc2C12CCNCC2,3
COc1ccc(Cl)cc1NC(=O)CN1C(=O)CN=C(c2ccccc2)c2cc(Cl)ccc21,2

Structures above with a furan ring, fused or not, in the order listed:
SMILES,ROC1-CUL1 inh
Cc1cc([N+](=O)[O-])c(Cl)cc1NC(=O)c1cc2ccccc2o1,-7
CCN1C(=O)C(=Cc2ccc(N3CCOCC3)o2)C(=O)N(CC)C1=S,-3
O=C(Cc1ccccc1F)N1CCN(Cc2ccco2)CC1,2

Source: PubChem (Icahn School of Medicine at Mount Sinai)
